# CaV13 ICDI inh: Primary screen for inhibitors of IQ motif and Ca2+-dependent inactivation inhibitor domain binding in CACNA1D, Förster resonance energy transfer in living cells, …; HEK cells, CFP/YFP FRET ICDI-IQ, plate reader, 10 min; percent FRET-ratio fall versus neutral wells; inhibition, % at 12.3 µM; 340,000 compounds, 0.098% hits; AID 743397;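 active = mean replicate inhibition of at least 30% and at least 1% of replicates passing that level; inconclusive = only one of the two criteria is met; inactive = neither criterion is met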;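 also: 0% = median of the neutral control wells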
# PDI inh: inhibitors of human PDI, primary screen, biochemical, turbidity, single point, plate reader; Protein disulfide-isomerase (Homo sapiens), P07237; PDI insulin aggregation turbidity, A650, 90 min; inhibition, % at 10 µM; 350,000 compounds, 0.052% hits;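 active = mean inhibition across replicates of 30% or more, whatever share of single replicates reach that level; inconclusive = mean inhibition below 30% while every single replicate reaches 30%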;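 also: absorbance from insulin aggregation driven by PDI reduction with DTT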
# Target sequence (P07237 whole entry, looked up): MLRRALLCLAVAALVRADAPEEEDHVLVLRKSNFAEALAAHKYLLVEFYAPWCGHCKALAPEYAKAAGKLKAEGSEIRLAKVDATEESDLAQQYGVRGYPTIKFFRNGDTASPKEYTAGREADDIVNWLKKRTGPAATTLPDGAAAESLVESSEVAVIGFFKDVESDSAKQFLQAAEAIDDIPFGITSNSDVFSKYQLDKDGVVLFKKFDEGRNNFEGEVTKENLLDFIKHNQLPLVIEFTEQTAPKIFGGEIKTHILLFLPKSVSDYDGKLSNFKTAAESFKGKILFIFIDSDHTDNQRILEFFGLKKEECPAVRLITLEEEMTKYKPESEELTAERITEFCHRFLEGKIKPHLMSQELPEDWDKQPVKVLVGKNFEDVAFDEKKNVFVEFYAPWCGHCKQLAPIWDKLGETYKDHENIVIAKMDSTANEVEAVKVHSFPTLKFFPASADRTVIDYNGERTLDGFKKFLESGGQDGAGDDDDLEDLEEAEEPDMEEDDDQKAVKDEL
# TRPM1 prom inh: inhibitors of MITF-dependent TRPM1 promoter reporter, primary screen, cell-based, SK-MEL-5, single point, luciferase | SK-MEL-5 TRPM1 promoter luciferase, 24 h | inhibition, % at 12.5 µM | 330,000 compounds, 0.83% hits;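 active = mean inhibition across replicates of 60% or more, whatever share of single replicates reaches that level; inconclusive = some that reach 60%, reason not given; inactive = mean inhibition across replicates below 60%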; also: values of inactives mirror those of a sister screen read the other way
# HIF-2a block: HIF-2a reporter inhibitors, primary screen, luminescence, 786-0 RCC cells; 786-0 RCC cells HIF-2a reporter, luciferase luminescence, overnight; inhibition, % at 18.8 µM; 360,000 compounds, 0.72% hits;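 active = inhibition of the luminescence signal of 40% or more relative to plate controls, in a single-dose primary screen at 18.75 µM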
# hiPSC survival: enhancers of single-cell hiPSC survival, primary screen, ATPlite luminescence; survival enhancement, % at 20 µM; 100% = ROCK inhibitor wells, 0% = DMSO; 360,000 compounds, 0.044% hits; in the data active = survival enhancement above about 18%;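 also: cells exposed to compounds for 16 hours before the ATP read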
# HTR2A ag: mouse Htr2a agonists via beta-arrestin recruitment, primary screen, cell-based, luminescence; 360,000 compounds, 0.66% hits; activation, % at 7.6 µM; CHO-K1 mHTR2A beta-arrestin complementation; percent of 30 µM serotonin response; 5-hydroxytryptamine receptor 2A (Mus musculus), P35363;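 active = activation above a run cutoff, the mean activation of all tested compounds plus 3 SD, cut at about 14% in these data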;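 also: 0% = plate median of compound wells and 100% = 30 µM serotonin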
# Target sequence (P35363 whole entry, looked up): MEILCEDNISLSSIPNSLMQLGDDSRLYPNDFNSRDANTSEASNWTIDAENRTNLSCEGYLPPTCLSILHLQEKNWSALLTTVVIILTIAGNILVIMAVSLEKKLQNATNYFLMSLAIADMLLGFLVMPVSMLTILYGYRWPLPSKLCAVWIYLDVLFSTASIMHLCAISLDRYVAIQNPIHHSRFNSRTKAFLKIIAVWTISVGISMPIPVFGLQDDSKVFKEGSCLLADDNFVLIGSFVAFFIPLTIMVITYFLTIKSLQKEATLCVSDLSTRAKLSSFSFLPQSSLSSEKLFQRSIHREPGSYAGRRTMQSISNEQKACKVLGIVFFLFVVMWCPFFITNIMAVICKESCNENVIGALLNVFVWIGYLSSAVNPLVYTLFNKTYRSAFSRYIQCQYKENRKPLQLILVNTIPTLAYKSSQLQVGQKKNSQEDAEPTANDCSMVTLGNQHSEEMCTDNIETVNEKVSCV
# NR2E3 ag-1: inhibitors of NR2E3-RetCOR corepressor binding, primary screen, NR2E3 agonist project, biochemical, TR-FRET, GST-NR2E3, biotin-RetCOR | AID 2300, 2010 | inhibition of corepressor binding, % at 4.78 µM | 1536-well | 320,000 compounds, 0.12% hits;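 active = percent inhibition above the cutoff of mean plus 3 SD of all tested compounds, set per screening campaign, cut at about 20% in these data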;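 also: 0% = DMSO wells and 100% = biotin wells as full block of FRET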
#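 System: GST-tagged NR2E3 plus biotinylated RetCOR corepressor; Buffer or medium: pH 7.5 Tris-based buffer; Probe or stimulus: RetCOR corepressor, biotinylated, 7 nM; Doses: compound at 4.8 µM, single dose; Schedule: 5 h incubation at 4 °C; Technique: time-resolved FRET; Evaluation: percent inhibition of TR-FRET ratio; Replication: one well per compound, singlicate testing.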
# Peg3 promoter: Peg3 promoter-driven luciferase inhibitors, primary screen, cell-based, HeLa, luciferase luminescence | HeLa PEG-Prom luciferase reporter, overnight | inhibition, % at 20 µM | 360,000 compounds, 1.7% hits | AID 588405, 2011;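 active = inhibition of at least 50% at 20 µM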
# NR2E3 ag-2: NR2E3 agonists in two-hybrid cells, primary screen, cell-based, luminescence, CHO-S, Gal4-NCOR/VP16-NR2E3; Photoreceptor-specific nuclear receptor (Homo sapiens), Q9Y5X4; luciferase; inhibition of corepressor binding, % at 3.98 µM; 360,000 compounds, 0.35% hits; AID 602229, 2012;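 active = inhibition above the mean of all tested compounds plus 3 SD, cut at about 70% in these data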;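 also: 0% = DMSO with NR2E3 transfected cells and 100% = cells lacking NR2E3 construct; higher means lower luciferase signal from less NR2E3 corepressor binding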
# Cardio protect: cardioprotection against H2O2-induced cell death, primary screen, uHTS, H9c2 cells, ATPLite luminescence; H9c2 cardiomyocytes, H2O2 injury protection, 2 h; protection from H2O2 cell death, % at 20 µM; 360,000 compounds, 0.63% hits; AID 588492, 2011;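 active = compounds giving at least 50% protection of heart cells from peroxide-induced death in the single-dose screen, raw or plate-pattern-corrected value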;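 also: 0% = DMSO wells with peroxide and 100% = DMSO wells without peroxide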
# Shn3 inh set2: reduction of Shn3 3'UTR firefly luciferase signal, primary screen, Schnurri-3 inhibitor project, cell-based, Clone20 osteoblasts, set 2. 360,000 compounds, 0.52% hits. inhibition, % at 12.5 µM. Clone20 osteoblast Shn3 3'UTR firefly luciferase, 24 h;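 active = mean inhibition of at least 75% with every replicate also reaching 75%; inconclusive = mean inhibition at least 75% but some replicate below; inactive = mean inhibition below 75%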;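 also: 0% = median of neutral control wells and 100% = pilot-screen positive control compound; some compounds past the cut are filed as inactive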
# The depositor's hits bear a star; u = inconclusive; x = no result given.
SMILES,CaV13 ICDI inh,PDI inh,TRPM1 prom inh,HIF-2a block,hiPSC survival,HTR2A ag,NR2E3 ag-1,Peg3 promoter,NR2E3 ag-2,Cardio protect,Shn3 inh set2
O=C(O)c1cn(CCOc2ccccc2Cl)c2ccccc12,-6,-4,2,16,-0.4,0,2,4,-12,10,-1
O=C(O)c1ccc(/C=N/NC(=S)NCCN2CCOCC2)cc1,-3,8,10,11,-0.6,8,-1,-3,-1,2,-14
c1csc(Cc2nn3c(-c4ccncc4)nnc3s2)c1,-6,-1,-13,18,2.4,-1,3,-5,-8,5,6
C[C@H](NC(=O)c1nc[nH]c1C(=O)N1CCN(c2ccccc2)CC1)C(=O)OC(C)(C)C,-13,8,1,10,1.0,-5,-2,5,-4,5,10
CC1CCCN(C(=O)C2CCCN(S(=O)(=O)c3cccc4nsnc34)C2)C1 (stereo not given),x,3,6,14,-0.8,-2,0,11,-11,-2,13
CN(CCc1ccccc1)Cc1nc(-c2cnccn2)no1,-1,1,1,-9,7.7,1,0,-7,-2,4,-1
COc1ccccc1CNC(=O)COC(=O)c1ccc([N+](=O)[O-])o1,-5,-8,14,-1,0.0,2,1,15,11,18,-6
CCCCN(C(=O)Oc1ccccc1)C1CCS(=O)(=O)C1 (stereo not given),0,9,14,3,-0.5,-3,4,0,-3,-1,-49
Cn1c(=O)n(Cc2ccccc2)c(=O)c2c1nc1n2CCCN1Cc1ccccc1,x,19,-3,33,-2.1,-3,1,17,-31,14,10
COc1ccc(-n2nc3c(N4CCC(C(=O)NCC(C)c5ccccc5)CC4)nnc(C)c3c2C)cc1 (stereo not given),-3,5,68*,11,-0.2,-5,1,75*,-5,-13,u
O=C(Nc1ccc(Cl)cc1)c1ccsn1,-7,-3,-35,-271,-2.5,-9,1,-252,-129,-8,-45
O=C(CCN1CCN(c2ccccc2)CC1)N/N=C/c1ccc([N+](=O)[O-])o1,-6,-2,54,-6,-0.4,8,0,-7,13,-10,-7
O=C(CCNS(=O)(=O)c1ccccc1C(F)(F)F)NCC(c1ccco1)N1CCCCC1 (stereo not given),-5,-5,4,8,-0.4,6,5,12,7,0,9
Cc1ccsc1/C=C(\C#N)C(=O)NCc1ccco1,-4,-6,-22,-68,-1.7,1,2,-137,-40,9,-28
O=C(CNC(=S)N(Cc1ccccc1)Cc1cccnc1)NC1CCCC1,-3,-2,7,10,-0.5,6,2,14,27,2,9
O=C(CSc1nnc(NC(=O)C2CCCCC2)s1)NCc1ccco1,-19,7,-5,-29,-0.8,1,3,-21,-15,-4,13
CCCc1cc(=O)oc2c3c(cc(OCC(=O)N4CCC(C(=O)O)CC4)c12)OC(C)(C)CC3,x,x,x,1,3.9,-3,x,6,-23,-2,-1
C=CCn1c(C)cc(C(=O)CSc2nnc3n(CCC)c(=O)c4ccccc4n23)c1C,-4,-2,4,-31,-0.8,-1,x,-19,2,3,13
Cc1cccc(Sc2nc(-c3ccccc3)ncc2C(=O)O)c1,-3,-8,4,-10,3.6,2,1,8,-1,2,48
Cn1c(-c2ccc(F)cc2)cnc1SCC(=O)NCc1ccco1,-4,1,2,3,2.9,-6,1,12,-5,1,-18
CC(C)C(=O)NC(=S)Nc1ccc(CN2CCOCC2)cc1,2,6,-19,0,1.2,1,-1,11,16,6,5
COc1ccc(C(=O)N/N=C/C2CC=CCC2)cc1OC (stereo not given),4,-2,-11,13,-0.7,2,2,13,-23,6,-5
OCCn1c(-c2ccc(F)cc2)csc1=Nc1ccccc1,-6,-4,-8,-64,-1.1,4,-1,-98,-21,-15,-21
CCc1cccc(C)c1NC(=S)NCc1ccccc1,-4,5,-16,14,-2.0,2,3,28,24,-8,-14
COC(=O)c1ccc(C(=O)OC)c(NC(=O)COc2ccccc2OC)c1,-5,6,4,-4,0.9,0,3,8,-22,9,13
CCn1c(NCCc2ccc(OC)c(OC)c2)nc2c1c(=O)n(C)c(=O)n2C,x,13,12,5,0.2,1,3,16,4,-15,63
CC(C)(C)C(=O)OCCn1c(=O)c2cc3c(=O)n(CCOC(=O)C(C)(C)C)c(=O)c3cc2c1=O,-4,-6,-6,17,-0.8,1,-1,11,2,0,-5
OCC1(Cc2ccccc2)CCN(Cc2ccc(-c3ccco3)cc2)CC1,-3,-1,-13,5,-0.8,-13,2,-6,14,-1,-3
CCCCc1nn2c(N)c(/C=C3\C=Nc4ccccc43)c(=O)nc2s1,-5,4,7,-30,5.5,0,-1,-8,-1,-10,-31
CC(c1ccco1)N(C(=O)c1ccccc1NS(=O)(=O)c1cc([N+](=O)[O-])ccc1Cl)c1ccccn1 (stereo not given),-4,-5,7,13,11,0,5,16,1,1,-10
COc1cc(OC)c(NC(=S)NCc2ccc(F)cc2)cc1Cl,-2,-9,-6,13,-0.8,-6,-3,16,-4,-6,7
O=C(NC(=S)N1CCN(c2ccc([N+](=O)[O-])cc2)CC1)c1ccccc1F,-3,-3,-2,24,3.4,5,2,7,1,1,2
CCCCCCN1CC(O)=C(c2nc3ccccc3[nH]2)C1=N,-8,0,-21,-45,-1.6,0,0,-3,-70,-8,6
CC(C)OCCCn1c(NN)nc2ccccc2c1=O,-1,-2,2,-10,0.5,2,1,0,7,4,4
O=C(C1CC1)N1CCc2cc(Br)cc(S(=O)(=O)NCc3ccc4c(c3)OCO4)c21,-5,0,3,6,-2.4,-6,2,11,-12,-2,-10
Cc1cc(C)c2nc(Cl)c(C3NC(=O)c4ccccc4N3)cc2c1 (stereo not given),-8,0,-2,21,-0.8,7,-2,8,30,14,-6
Cc1ccnc(NS(=O)(=O)c2ccc(NC(=O)Cc3ccc(F)cc3)cc2)n1,-17,1,1,17,0.8,2,-1,13,-18,9,-8
Cc1csc(NC(=O)CSCc2c(C)noc2C)n1,-11,0,8,3,-0.4,7,2,-5,-30,8,-2
Cc1ccc2[nH]c(=O)c(CN(Cc3ccco3)C(=O)c3ccncc3)cc2c1,-5,8,8,-4,-0.5,-2,-1,39,2,4,-24
C=CCN(CC=C)C(=O)c1c(OC)cccc1OC,-5,1,0,16,1.1,-2,2,7,3,0,-4
O=[N+]([O-])c1cnn(-c2nc(-c3ccccc3)cc(C(F)(F)F)n2)c1,-1,-15,-3,5,1.0,1,3,11,29,-7,-18
Cc1ccc(C(=O)NS(=O)(=O)c2ccccc2)cc1,-5,-1,-10,8,0.8,2,-1,4,23,3,7
O=S1(=O)N=C(N(CCO)/N=C/c2ccncc2)c2ccccc21,-4,0,3,4,-0.2,-1,0,11,11,-3,-7
Cc1nnc(SCC(=O)N2CCc3ccccc3C2)n1-c1ccccc1,-9,0,5,11,0.2,4,4,5,-4,4,-13
O=C(Nc1ccccc1)c1cc(C2CCCCN2C(=O)OCCF)on1 (stereo not given),-5,6,x,-114,-1.9,8,x,-68,-44,10,-27
Cn1c(C(=O)NCCN2CCOCC2)cc2c(=O)n3ccccc3nc21,-7,2,-6,-21,-0.3,3,-2,-30,9,0,-8
COc1ccc(C=O)cc1CN1CCCN(Cc2ccccc2F)S1(=O)=O,-19,-9,1,18,-0.3,5,-2,24,-39,4,4
Cc1ccc(-c2nc(CS(=O)(=O)CC(=O)N3CCN(C)CC3)c(C)o2)cc1,-3,1,16,2,0.3,-8,-1,15,-4,-1,5
O=C(OCc1c(-c2ccccc2)ncc2ccccc12)c1ccc(C(F)(F)F)cc1,-11,3,-17,-10,-2.9,-3,x,7,-32,-13,0
CN(C)/C(=N\S(=O)(=O)c1ccc(F)cc1)c1ccccc1,-5,0,-6,9,-0.4,-1,-1,-2,-1,1,17
# The list continues:
SMILES,CaV13 ICDI inh,PDI inh,TRPM1 prom inh,HIF-2a block,hiPSC survival,HTR2A ag,NR2E3 ag-1,Peg3 promoter,NR2E3 ag-2,Cardio protect,Shn3 inh set2
CC(=O)c1cccc(NC(=O)C2CCCCC2)c1,-3,9,6,-8,0.9,3,1,-3,-13,8,3
Cc1ccc2nc(NC(=O)COC(=O)CSc3nc(C)cc(C)n3)sc2c1,-5,7,-40,-203,0.9,0,0,-142,-40,-6,-84
COc1cc(OC)c(OC)cc1CN1CCCC(C(=O)c2ccccc2SC)C1 (stereo not given),10,2,3,11,0.8,-6,1,6,-10,6,3
CCOc1cc(/C=N/NC(=O)c2cccs2)cc([N+](=O)[O-])c1O,-2,-9,2,-4,-1.6,-3,x,0,-47,8,-49

# Some of these compounds in order of molar mass, rising:
SMILES,CaV13 ICDI inh,PDI inh,TRPM1 prom inh,HIF-2a block,hiPSC survival,HTR2A ag,NR2E3 ag-1,Peg3 promoter,NR2E3 ag-2,Cardio protect,Shn3 inh set2
CN(C)/C(=N\S(=O)(=O)c1ccc(F)cc1)c1ccccc1,-5,0,-6,9,-0.4,-1,-1,-2,-1,1,17
Cc1ccc2nc(NC(=O)COC(=O)CSc3nc(C)cc(C)n3)sc2c1,-5,7,-40,-203,0.9,0,0,-142,-40,-6,-84
COc1cc(OC)c(OC)cc1CN1CCCC(C(=O)c2ccccc2SC)C1 (stereo not given),10,2,3,11,0.8,-6,1,6,-10,6,3

# Single records (already shown). Values in the order: CaV13 ICDI inh	PDI inh	TRPM1 prom inh	HIF-2a block	hiPSC survival	HTR2A ag	NR2E3 ag-1	Peg3 promoter	NR2E3 ag-2	Cardio protect	Shn3 inh set2
# `CC(=O)c1cccc(NC(=O)C2CCCCC2)c1` is listed with -3	9	6	-8	0.9	3	1	-3	-13	8	3
# `COc1cc(OC)c(OC)cc1CN1CCCC(C(=O)c2ccccc2SC)C1` (stereo not given) is listed with 10	2	3	11	0.8	-6	1	6	-10	6	3
# `CCOc1cc(/C=N/NC(=O)c2cccs2)cc([N+](=O)[O-])c1O` is listed with -2	-9	2	-4	-1.6	-3	x	0	-47	8	-49

# Source: PubChem
